Compound activity (PubChem)
E coli Lon inh: inhibitors of E. coli Lon protease, primary screen, biochemical, fluorescence polarization; AID 602123, 2011; P0A9M0; purified E. coli Lon protease; 360,000 compounds, 0.42% hits; inhibition, % at 7.94 µM; in the data active means inhibition above about 13%, passing the limit was not always enough;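 further: 0% = enzyme with probe and DMSO and 100% = no enzyme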
MsrA act: bovine MsrA enzyme activators, primary screen, biochemical, absorbance, HTS | activation, % at 10.6 µM | Methionine sulfoxide reductase A (Bos taurus) | 360,000 compounds, 0.3% hits | AID 602163, 2012 | purified bovine MsrA, absorbance read-out; in the data active means activation above about 7.5%;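 further: 0% = vehicle and 100% = reference activator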
MLLE-PAM2 inh: inhibitors of PABP1 MLLE–PAM2 peptide binding, primary screen, biochemical, fluorescence polarization, FITC-PAM2, GST-MLLE | Polyadenylate-binding protein 1 (Homo sapiens), P11940 | inhibition, % at 20 µM | 360,000 compounds, 0.36% hits | AID 588489, 2011; in the data active means inhibition above about 35%, passing the limit was not always enough;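 further: plate controls were DMSO wells with GST-MLLE for no effect and wells lacking GST-MLLE protein for full effect; some results filed as inactive read as strong as hits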
SKN-1 inh: suppressors of acrylamide-induced Pgst-4::GFP reporter in worms, primary screen, SKN-1 inhibitor project, whole organism, uHTS, GFP/RFP fluorescence ratio, strain VP596. C. elegans VP596 Pgst-4::GFP/RFP ratio, 24 h. inhibition, % at 21.8 µM. 360,000 compounds, 0.49% hits;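 active means interference check ratio from 0.5 to 1.5 plus GFP to RFP signal ratio inhibition reaching or exceeding a fixed threshold, cut at about 30% in these data, passing the limit was not always enough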; further: some compounds called inactive have numbers as strong as hits
NRP1-CendR mod: modulators of CendR peptide binding to NRP-1, primary screen, biochemical, fluorescence polarization, uHTS; Neuropilin-1 (Homo sapiens), O14786; FAM-RPARPAR peptide binding to NRP-1; inhibition, % at 25 µM; 360,000 compounds, 0.85% hits; AID 602438, 2012;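 active means inhibition or corrected inhibition above about 18%, plus a signal ratio from 0.5 to 1.5, limit read from the data, passing the limit was not always enough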; further: strong numbers were not always called active
MsrA inh: bovine MsrA enzyme inhibitors, primary screen, biochemical, absorbance, HTS | purified bovine MsrA, absorbance read-out | inhibition, % at 15.5 µM | 360,000 compounds, 0.75% hits | AID 651718, 2012; in the data active means inhibition above about 4.5%;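 further: 0% = vehicle wells with enzyme and 100% = reference inhibitor wells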
MT1-MMP act inh: blockers of MT1-MMP proenzyme processing, primary screen, HT1080 RFP-PRO-GFP cells, GFP/RFP fluorescence. Matrix metalloproteinase-14 (Homo sapiens), P50281. GFP/RFP ratio fluorescence, overnight; percent of plate control window, DMSO zero. GFP/RFP ratio change, % at 20 µM. 360,000 compounds, 0.061% hits. AID 651647, 2012;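 active means GFP/RFP ratio change of at least 30% with cell ATP level not reduced by more than half and red fluorescence within 50% of control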; further: strong numbers were not always called active
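Material – HT1080 RFP-PRO-GFP cells · Control set – DMSO wells and RFP-L50D-GFP cells · Incubation – overnight cell settling, then overnight compound exposure, 37 °C, 5% CO2 · Compound dosing – single-point 20 µM compound, 1% DMSO · Read-out – GFP/RFP fluorescence ratio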
Tb MetRS inh: T. brucei MetRS inhibitors, primary screen, biochemical, luminescence; methionyl-tRNA synthetase (Trypanosoma brucei brucei); purified T. brucei MetRS, ATP depletion, Kinase-Glo luminescence; 360,000 compounds, 0.4% hits; inhibition, % at 11.9 µM;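 active means inhibition above a per-plate cutoff of the control wells' mean inhibition plus 3 SD, cut at about 5.5% in these data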;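 further: 0% = DMSO wells median and 100% = median of wells with control inhibitor compound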
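Material: parasite MetRS enzyme / Replication: singlicate, one well per compound / Signal: luminescence of leftover ATP / Schedule: 2 h aminoacylation at 25 °C after 15 min preincubation / Medium: HEPES-MgCl2-KCl buffer plus DTT, spermine, BSA, pyrophosphatase / Doses: 11.9 µM single point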
FAS TE block: FAS thioesterase domain inhibitors, primary screen, biochemical, fluorescence intensity, uHTS; Fatty acid synthase (Homo sapiens), P49327; recombinant FAS-TE, OMFH fluorogenic substrate, fluorescence endpoint; inhibition, % at 15 µM; 360,000 compounds, 0.67% hits; AID 602261, 2012;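 active means compounds whose normalised, plate-corrected inhibition of enzyme fluorescence in the single-dose primary screen is 50% or more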;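 further: 0% = DMSO with enzyme and 100% = substrate without enzyme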
Target sequence (P49327 whole entry, looked up, the tested form may be a part): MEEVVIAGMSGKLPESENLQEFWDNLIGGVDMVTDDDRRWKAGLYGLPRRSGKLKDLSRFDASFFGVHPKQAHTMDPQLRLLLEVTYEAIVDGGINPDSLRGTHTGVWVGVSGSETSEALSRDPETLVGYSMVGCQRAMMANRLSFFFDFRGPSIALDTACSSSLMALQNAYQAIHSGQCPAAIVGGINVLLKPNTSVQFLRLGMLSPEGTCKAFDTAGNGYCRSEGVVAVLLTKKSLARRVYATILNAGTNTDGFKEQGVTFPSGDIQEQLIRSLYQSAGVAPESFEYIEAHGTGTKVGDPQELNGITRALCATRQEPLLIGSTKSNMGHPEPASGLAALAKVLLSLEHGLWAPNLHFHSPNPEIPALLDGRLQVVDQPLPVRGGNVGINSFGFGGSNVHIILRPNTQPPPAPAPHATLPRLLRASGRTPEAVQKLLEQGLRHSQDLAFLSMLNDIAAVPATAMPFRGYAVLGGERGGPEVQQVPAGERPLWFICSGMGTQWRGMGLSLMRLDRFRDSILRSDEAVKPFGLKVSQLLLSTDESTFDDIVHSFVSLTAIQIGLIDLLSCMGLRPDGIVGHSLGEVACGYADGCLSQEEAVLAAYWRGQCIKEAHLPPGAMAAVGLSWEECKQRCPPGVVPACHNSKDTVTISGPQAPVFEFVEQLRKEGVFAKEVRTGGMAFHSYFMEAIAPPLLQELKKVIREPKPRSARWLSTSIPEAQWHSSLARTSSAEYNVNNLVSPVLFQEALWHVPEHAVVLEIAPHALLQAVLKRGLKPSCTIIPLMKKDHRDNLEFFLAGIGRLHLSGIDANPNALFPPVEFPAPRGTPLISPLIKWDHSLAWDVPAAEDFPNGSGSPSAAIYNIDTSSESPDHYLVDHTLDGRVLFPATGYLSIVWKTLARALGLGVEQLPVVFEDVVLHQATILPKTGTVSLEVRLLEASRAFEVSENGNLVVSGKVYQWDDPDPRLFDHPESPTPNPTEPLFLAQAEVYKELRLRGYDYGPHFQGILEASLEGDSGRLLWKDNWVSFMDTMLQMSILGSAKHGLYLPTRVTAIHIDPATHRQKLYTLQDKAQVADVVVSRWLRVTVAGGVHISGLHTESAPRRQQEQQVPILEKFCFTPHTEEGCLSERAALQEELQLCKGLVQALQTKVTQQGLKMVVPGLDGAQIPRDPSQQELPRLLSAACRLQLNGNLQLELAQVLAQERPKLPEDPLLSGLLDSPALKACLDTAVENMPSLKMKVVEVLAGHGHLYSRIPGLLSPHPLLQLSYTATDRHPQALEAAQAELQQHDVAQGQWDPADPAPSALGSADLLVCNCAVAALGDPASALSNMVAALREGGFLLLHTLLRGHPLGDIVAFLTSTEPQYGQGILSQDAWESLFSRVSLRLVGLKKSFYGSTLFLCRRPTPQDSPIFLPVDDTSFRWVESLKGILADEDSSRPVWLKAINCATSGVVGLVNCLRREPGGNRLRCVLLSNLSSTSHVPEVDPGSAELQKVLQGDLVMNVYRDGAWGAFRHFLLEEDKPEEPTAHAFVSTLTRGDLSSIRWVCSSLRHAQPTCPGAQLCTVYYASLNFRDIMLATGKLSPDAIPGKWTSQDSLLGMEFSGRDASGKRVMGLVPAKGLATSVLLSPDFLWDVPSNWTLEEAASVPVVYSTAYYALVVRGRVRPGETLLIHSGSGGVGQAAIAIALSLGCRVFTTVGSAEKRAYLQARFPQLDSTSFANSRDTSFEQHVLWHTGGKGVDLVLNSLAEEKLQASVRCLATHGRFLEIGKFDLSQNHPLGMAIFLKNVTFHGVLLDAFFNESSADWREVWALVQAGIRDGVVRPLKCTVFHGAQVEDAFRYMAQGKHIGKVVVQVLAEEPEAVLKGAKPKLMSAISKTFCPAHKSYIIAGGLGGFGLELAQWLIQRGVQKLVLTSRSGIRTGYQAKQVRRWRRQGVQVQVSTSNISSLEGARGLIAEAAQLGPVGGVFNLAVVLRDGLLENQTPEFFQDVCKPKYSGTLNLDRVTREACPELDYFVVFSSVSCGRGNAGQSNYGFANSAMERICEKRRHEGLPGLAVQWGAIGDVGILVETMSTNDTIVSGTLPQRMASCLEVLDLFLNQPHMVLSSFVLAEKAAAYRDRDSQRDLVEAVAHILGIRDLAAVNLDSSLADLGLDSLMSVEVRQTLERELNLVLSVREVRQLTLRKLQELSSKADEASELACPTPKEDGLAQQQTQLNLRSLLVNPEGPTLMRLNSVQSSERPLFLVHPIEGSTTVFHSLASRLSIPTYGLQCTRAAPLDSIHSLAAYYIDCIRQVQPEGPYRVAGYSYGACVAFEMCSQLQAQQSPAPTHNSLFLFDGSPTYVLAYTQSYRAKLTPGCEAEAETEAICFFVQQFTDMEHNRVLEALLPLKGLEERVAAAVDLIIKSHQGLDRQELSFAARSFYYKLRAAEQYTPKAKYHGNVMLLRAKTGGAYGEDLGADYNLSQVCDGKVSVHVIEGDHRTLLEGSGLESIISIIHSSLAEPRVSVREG
An asterisk follows results filed as active; i = inactive; x = no result given; & = joins results of further samples.

SMILES	E coli Lon inh	MsrA act	MLLE-PAM2 inh	SKN-1 inh	NRP1-CendR mod	MsrA inh	MT1-MMP act inh	Tb MetRS inh	FAS TE block
CCN(CC)C(=O)c1[nH]cnc1C(=O)NCc1ccccc1	-11	-1	5	4	4	2.1	-1	0.3	-9
CN(C)C(C)(C)C#CCC(c1ccccc1)c1ccccc1	-5	-2	18	-1	4	-0.8	-10	0.1	-3
Cn1c(=O)c2c(nc(NCc3ccco3)n2CC(O)COc2ccccc2)n(C)c1=O (stereo not given)	2	-16	-11	5	12	1.1	5	-0.4	0
CC(=O)c1cccc(-n2nnnc2SCC(=O)NNC(=O)C2CCCCC2)c1	11	-4	18	-3	-9	-0.8	1	-0.8	-2
CC(OC(=O)c1cccnc1Cl)C(=O)Nc1ccc(S(N)(=O)=O)cc1 (stereo not given)	-1	-4	-9	-4	4	-0.8	4	0.5	-5
Cc1nc(NC(=O)CCC(=O)O)sc1C(=O)N(C)C	2	1	-2	2	2	0.4	1	-0.6	-6
O=C1CCCC/C1=C/Nc1ccc(C(=O)O)cc1	0	-11	-3	-5	-13	2.2	1	-1.6	-6
O=C(c1cc(Cl)ccc1Cl)N1CCN(Cc2ccccc2)CC1	-3	-1	-10	3	-1	-0.5	-5	-0.3	5
O=C(C[C@H]1C(=O)N(C2CCCCC2)C[C@@H]1Cc1ccccc1)Nc1ccccc1	-10	-1	5	12	3	1.1	-3	0.5	18
CC(=O)NCCC(=O)Nc1nc(-c2ccc3c(c2)OCCO3)cs1	4	-2	-4	11	8	2.3	-2	-0.1	-3
CCc1ccc(NC(=S)NC2CCN(Cc3ccccc3)CC2)cc1	-5	-1	-39	8	0	0.7	6	0.6	-6
O=c1oc(-c2ccccc2)nc2ccsc12	-9	-10	3	-27	2	0.0	-5	-1.9	23
CN1CCN(C(=O)c2ccc(F)c(F)c2)CC1	-5	1	4	-8	13	-1.7	-1	0.3	-4
O=C(Nc1nnc(C2CC2)s1)C1CCCCN1S(=O)(=O)c1ccccc1 (stereo not given)	-1	-5	-1	5	-3	1.1	2	-0.4	1
O=C(O)CCSc1nnc(CNc2ccc(Cl)cc2)n1Cc1ccccc1	0	-3	-107	13	19	-1.7	-2	0.4	-6
CCN(CC)C(=O)C(=O)c1cccn1-c1c(Cl)cccc1C#N	-4	-1	1	-2	0	-1.5	0	1.8	-10
COC(=O)c1cnn(-c2ccccc2)c1N	-5	-4	-1	-2	0	0.0	-2	-0.1	-3
CCOC(=O)Cn1c(C)cc(COC)c(C#N)c1=O	-1	-9	-1	-19	-1	2.8	-2	-0.7	-3
Nc1c(Cl)cc(-c2csc(N3CCCC3c3nc4cc(Cl)c(N5CCCCC5)cc4n3CCOCCO)n2)cc1Cl (stereo not given)	-5	-1	-57	23	-9	1.3	-1	-0.3	70*
COc1ccc(Oc2nccc(-c3ccc(F)cc3)c2C#N)cc1	-8	-2	0	-16	12	0.0	3	-0.7	-6
O=c1c2ccsc2ncn1Cc1ccccc1F	-1	-4	-6	17	16	0.0	-4	-0.7	-8
COc1ccc(OC)c(-c2csc(NC(=O)Cc3ccc(OC)c(OC)c3)n2)c1	4	-2	-8	-2	-2	0.0	-2	-0.4	13
COc1ccc(C(=O)COC(=O)c2ccccn2)cc1OC	-4	-3	-1	-13	-2	1.2	0	-0.2	-3
CCCCN(CCCC)Cc1ccc(C(=O)NNC(=O)Nc2ccc(Cl)cc2)o1	-7	-11	10	-2	1	-0.8	-4	-0.5	-1
O=C(NNC(=O)c1cccc2ccccc12)c1cccc(Br)c1	3	-2	0	8	5	-0.1	1	-0.2	2
CCCC(=O)N1CCCC1(C)C(=O)Nc1cc(OC)c(OC)c(OC)c1 (stereo not given)	-2	-3	4	-5	1	-0.8	-1	-0.1	2
Cc1ccc(C(=O)COC(=O)c2cc(=O)[nH]c3ccccc23)cc1C	-10	-1	-18	-3	10	1.8	2	-0.6	6
N[C@@H](Cc1ccc(O)cc1)c1nnc([C@H](CO)NC(=O)C2CCNCC2)o1	-2	-2	5	-1	22*	1.1	-1	0.3	-7
CC1CCCC(C(=O)O)N1C(=O)CCSC(=O)c1ccccc1 (stereo not given)	9	-1	-2	-4	-6	0.3	-4	-0.4	-7
Cc1cc(SCC(=O)O)nc2ccccc12	-5&-3	-5&-4	5&4	-1&1	6&2	1.7&2.4	2&-1	-0.4&0.0	-4&-4

Some of the entries so far, in CSV form.
Molecule,E coli Lon inh,MsrA act,MLLE-PAM2 inh,SKN-1 inh,NRP1-CendR mod,MsrA inh,MT1-MMP act inh,Tb MetRS inh,FAS TE block
COc1ccc(OC)c(-c2csc(NC(=O)Cc3ccc(OC)c(OC)c3)n2)c1,4,-2,-8,-2,-2,0.0,-2,-0.4,13
Cc1cc(SCC(=O)O)nc2ccccc12,-5&-3,-5&-4,5&4,-1&1,6&2,1.7&2.4,2&-1,-0.4&0.0,-4&-4
COc1ccc(C(=O)COC(=O)c2ccccn2)cc1OC,-4,-3,-1,-13,-2,1.2,0,-0.2,-3

(next part)
SMILES	E coli Lon inh	MsrA act	MLLE-PAM2 inh	SKN-1 inh	NRP1-CendR mod	MsrA inh	MT1-MMP act inh	Tb MetRS inh	FAS TE block
C[C@@H]1CN([C@H](C)CO)C(=O)CCCn2cc(nn2)CO[C@H]1CN(C)S(=O)(=O)c1ccccc1	-2	0	-11	9	-5	-1.1	-1	1.1	-8
CCOc1ccccc1CNc1ccc(O)cc1	5	0	4	42*	13	0.5	17	0.6	-2
COc1ccccc1C(=O)Nc1ccccc1C(=O)Nc1ccccc1	8	-4	-1	14	5	-0.3	-4	-0.7	19
COc1cc(NC(=O)CC(C)C)ccc1NC(=O)c1ccco1	-7	-2	7	-9	7	0.3	1	-0.5	-7
COCCN(C(=O)/C=C/c1ccccc1)c1nnc(-c2cccnc2)s1	-5	-10	-14	-7	2	0.5	-9	-1.1	-5
Nc1ccc2nn(-c3ccc(F)cc3)nc2c1	1	-2	-13	10	9	1.0	2	-0.1	-2
CCC(C)NC(=O)c1ccccc1NC(=O)Nc1ccccc1 (stereo not given)	-2	1	1	7	-4	-0.5	2	-0.2	-5
CC1CCCC(C)N1CCCNC(=O)CN1C(=O)c2cccnc2Oc2ccc(Cl)cc21 (stereo not given)	-1	4	-12	-4	-4	-0.8	-1	-0.5	-5
O=C(CN1CCN(C(=O)c2ccco2)CC1)NCc1ccc(Cl)cc1	-1	-1	5	-2	8	1.1	-5	-0.4	-2
c1ccc(CSc2ncccn2)cc1	-2	0	33	2	-1	0.3	3	-0.1	-5

Profiles from above. Values in the order: E coli Lon inh | MsrA act | MLLE-PAM2 inh | SKN-1 inh | NRP1-CendR mod | MsrA inh | MT1-MMP act inh | Tb MetRS inh | FAS TE block
COc1ccccc1C(=O)Nc1ccccc1C(=O)Nc1ccccc1 across the screens: 8 | -4 | -1 | 14 | 5 | -0.3 | -4 | -0.7 | 19
C[C@@H]1CN([C@H](C)CO)C(=O)CCCn2cc(nn2)CO[C@H]1CN(C)S(=O)(=O)c1ccccc1 across the screens: -2 | 0 | -11 | 9 | -5 | -1.1 | -1 | 1.1 | -8

The listing continues.
SMILES	E coli Lon inh	MsrA act	MLLE-PAM2 inh	SKN-1 inh	NRP1-CendR mod	MsrA inh	MT1-MMP act inh	Tb MetRS inh	FAS TE block
O=[N+]([O-])c1cccc(/C=N/n2c(COc3ccccc3)n[nH]c2=S)c1	2	-4	-26	4	-20	2.2	7	-1.1	26
CCC(=O)N1CCCC1(C)C(=O)Nc1cccc(Oc2ccccc2)c1 (stereo not given)	-9	-2	-4	-2	-3	1.2	0	-0.1	-3
CCOc1cccc(-c2c(C(=O)N/N=C/c3cccs3)nnn2-c2nonc2N)c1	13	-9	-21	-7	-2	1.8	-8	-0.3	4
O=C(c1ccc(=O)[nH]n1)N1CCN(S(=O)(=O)c2cccc(F)c2)CC1	30	-1	3	-1	-3	-0.6	2	-0.3	-2
COc1ccc2cc3cc(C(=O)N4CCN(c5ccccc5)CC4)oc3nc2c1	-1	-4	-2	6	3	-0.5	-1	-0.5	1
CCN1CCCC1CNC(=O)c1ccc(N2CCCC2=O)cc1 (stereo not given)	5	-1	-2	1	9	1.1	-1	0.5	-8
CCN(c1ccccc1)S(=O)(=O)c1ccc(OC)c(NC(=O)c2c(C)noc2C)c1	4	0	-8	10	-6	0.2	1	-0.6	-5
Cc1ccccc1NC(=O)c1cc(S(=O)(=O)c2ccccc2)ccc1Cl	1	3	7	5	4	0.2	-4	0.2	8
CCOc1ccc(C(=O)NCC(=O)OCC(=O)N2CCCC2)cc1	2	-2	-4	5	1	-0.2	-3	-1.3	0
CN(CC1CCN(CCc2cccc(C(F)(F)F)c2)CC1)C(=O)c1ccc(F)cc1F	3	-1	3	-8	10	-0.4	1	-0.6	-6
O=C(O)CNC(=O)c1ccc(S(=O)(=O)N2CCOCC2)cc1	-4	-3	4	27	6	1.4	16	0.3	-4
N=C1/C(=C/c2coc3ccccc3c2=O)C(=O)N=C2SC(c3ccco3)=NN12	-326	-5	i	-6	135	x	-66	1.2	-50

Two compounds from above with just MLLE-PAM2 inh, NRP1-CendR mod and MsrA act:
| Molecule | MLLE-PAM2 inh | NRP1-CendR mod | MsrA act |
| --- | --- | --- | --- |
| COc1cc(NC(=O)CC(C)C)ccc1NC(=O)c1ccco1 | 7 | 7 | -2 |
| CCc1ccc(NC(=S)NC2CCN(Cc3ccccc3)CC2)cc1 | -39 | 0 | -1 |

Compounds as they come; 4% or so of the library scored in one or more.
